# From PubChem
# aSyn rescue = alpha-synuclein toxicity inhibition in yeast; hit rate 0.14% among 370,000; Potency, µM (top dose mostly 46.1 µM), for inactives: at the highest dose growth rescue (activation), usual class: activators; Yeast expressing alpha-synuclein, growth rescue, BacTiter-Glo, 24 h; AID 652106; further: potency means the concentration at half of the fitted maximal effect; % of control where 0% means no effect; nearly all actives have a fitted effect of over 65% in size
#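 Readout is rescue of growth in alpha-synuclein-expressing yeast, so inhibitors of toxicity appear as activators. Growth after 24 hr at 30 deg C in galactose medium is quantified by luminescence.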
# WRN helicase inh = WRN helicase (human) inhibition. hit rate 0.46% among 360,000. Q14191. WRN helicase unwinding, fluorescent forked duplex, kinetic. Potency, µM (top dose mostly 114 µM), for inactives: at the highest dose activity change, negative = inhibition, hits mostly inhibitors; further: potency means the concentration at half of the fitted maximal effect; on the % scale 0 is the no-effect control and ±100 the full control effect; nearly all actives have a fitted effect of over 55% in size
#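 Primary qHTS, 1536-well format. 20 nM WRN + compound, 15 min RT; start with 100 nM forked fluorophore/quencher duplex, 2 mM ATP (final); kinetic read ex 525/em 598 nm.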
# PI5P4Ka inh = PI5P4K alpha (human) kinase inhibition | P48426 | PI5P4Kalpha enzyme, ADP-Glo luminescence, 60 min; stronger effect = lower value | max response, % | hit rate 1.2% among 330,000 | AID 652105; active means max response of -50% or lower; inconclusive means between -30% and -50%; inactive means -30% or higher; further: value at the top dose of about 77 µM; on the % scale 0 is the no-effect control and ±100 the full control effect
# Target sequence (P48426 whole entry, looked up): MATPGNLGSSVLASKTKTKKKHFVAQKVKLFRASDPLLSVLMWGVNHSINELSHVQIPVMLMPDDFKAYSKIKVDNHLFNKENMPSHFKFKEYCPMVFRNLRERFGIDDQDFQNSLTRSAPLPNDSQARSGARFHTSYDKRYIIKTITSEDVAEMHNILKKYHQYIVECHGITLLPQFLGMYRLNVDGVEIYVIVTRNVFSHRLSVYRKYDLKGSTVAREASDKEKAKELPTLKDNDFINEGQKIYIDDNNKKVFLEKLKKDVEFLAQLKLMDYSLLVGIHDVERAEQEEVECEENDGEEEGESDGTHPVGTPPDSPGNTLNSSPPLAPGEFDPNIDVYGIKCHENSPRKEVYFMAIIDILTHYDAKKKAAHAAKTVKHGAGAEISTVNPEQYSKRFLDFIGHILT
#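 Controls without substrate or without enzyme flank wells where PI5P4Kalpha converts substrate using 5 microM ATP (final). Incubation lasts 60 minutes at room temperature; ADP formed is read by ADP-Glo luminescence.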
# IL2 activator = IL-2 activation. IL-2 activation reporter assay, cell-based qHTS; stimulated with anti-CD3/CD4/CD28 beads; in transgenic mouse T cells. activation, % (series mostly up to about 46 µM). hit rate 0.065% among 360,000; in the data active means activation above about 50%; inconclusive means mostly about 30% to 49%; further: 0% is about no effect
#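 Screening format: compound pinned onto unstimulated transgenic mouse T cells, 60 min incubation, then anti-CD3/anti-CD4/anti-CD28 bead stimulation for 18 hours at 37 degrees C, followed by EGFP and DsRed detection.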
# EPAC1 agonist = EPAC1 (human) agonism. EPAC1 agonist qHTS, biochemical assay; response scale: 100% = response to 6.5 mM cAMP. Potency, µM (series often up to 154 µM), for inactives: at the top dose activation, actives largely listed as activators. hit rate 0.073% among 360,000. O95398; further: potency means the concentration at half of the fitted maximal effect; nearly all actives have a fitted effect of over 60% in size
#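 Nucleotide exchange by EPAC1 (100 nM) on Rap1B–BODIPY-GDP (250 nM) in the presence of 50 uM GDP is tracked fluorescently at 480/540 nm over 30 min. Signals are normalized to a 6.5 mM cAMP control.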
# Abeta yeast res = A-beta toxicity reversal in yeast. Potency, µM (top dose mostly 46.1 µM), for the others: at the highest dose growth rescue, actives largely listed as activators. yeast expressing A-beta42, growth rescue, OD600, 48 h; response scale: 0% DMSO, 100% iron-clioquinol control. AID 1347071. hit rate 0.063% among 410,000; further: potency means the concentration at half of the fitted maximal effect; nearly all actives have a fitted effect of over 55% in size
#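 Yeast growth medium received pinned compounds, then yeast cells expressing toxic A-beta were added; plates incubated at 30 C for 48 hr. Growth read as absorbance at 600 nm, normalized to DMSO and equimolar FeCl3 plus clioquinol controls.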
# PLK1 PBD inh = inhibitors of human PLK1 polo-box domain binding; P53350; Plk1 PBD binding of FITC phosphopeptide, fluorescence polarization; Potency, µM, without a hit: max response, negative = inhibition, hits mostly inhibitors; hit rate 2.8% among 360,000; further: potency means the concentration at half of the fitted maximal effect; series mostly up to about 57 µM; on the % scale 0 is the no-effect control and ±100 the full control effect; nearly all actives have a fitted effect of over 65% in size
# Target sequence (P53350 whole entry, looked up, the tested form may be a part): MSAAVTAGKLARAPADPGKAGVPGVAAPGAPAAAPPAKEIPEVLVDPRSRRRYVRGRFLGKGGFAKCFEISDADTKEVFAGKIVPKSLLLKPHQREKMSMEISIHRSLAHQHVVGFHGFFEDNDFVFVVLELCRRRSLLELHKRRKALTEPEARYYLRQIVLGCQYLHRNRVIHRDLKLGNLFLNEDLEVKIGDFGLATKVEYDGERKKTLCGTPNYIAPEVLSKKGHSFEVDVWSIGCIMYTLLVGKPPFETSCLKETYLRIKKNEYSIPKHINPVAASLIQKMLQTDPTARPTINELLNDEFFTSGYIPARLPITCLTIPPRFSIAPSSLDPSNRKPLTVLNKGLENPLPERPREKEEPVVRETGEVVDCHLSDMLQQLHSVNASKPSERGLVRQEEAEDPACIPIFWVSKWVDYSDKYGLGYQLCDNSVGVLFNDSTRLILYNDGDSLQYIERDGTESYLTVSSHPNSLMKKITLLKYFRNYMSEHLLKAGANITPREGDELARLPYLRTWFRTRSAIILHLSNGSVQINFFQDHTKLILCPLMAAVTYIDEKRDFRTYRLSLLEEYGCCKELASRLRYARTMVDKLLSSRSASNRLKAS
# EPAC1 antag = blocks human EPAC1 exchange factor; AID 720709; O95398; hit rate 0.14% among 360,000; Potency, µM (series often up to 115 µM), without a hit: at the top dose activity change, negative = inhibition, most hits filed as inhibitors; EPAC1 GEF assay, Rap1b-BODIPY-GDP exchange fluorescence;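 further: potency means the concentration at half of the fitted maximal effect; plate controls were vehicle for no effect and positive control for full effect; nearly all actives have a fitted effect of over 50% in size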
# FUS yeast rescue = suppressors of FUS proteinopathy in yeast; S. cerevisiae FUS-expressing, growth rescue, OD600, 24 h; Potency, µM (highest dose often 76.6 µM), without a hit: at the top dose growth rescue (activation), actives largely listed as activators; hit rate 0.24% among 390,000;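 further: potency means the concentration at half of the fitted maximal effect; plate controls were DMSO vehicle for no effect and reference control for full effect; nearly all actives have a fitted effect of over 55% in size; some results filed as inactive show a strong effect at the top dose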
#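 Quantitative HTS measuring growth restoration of FUS-toxic yeast. Galactose-induced cells (OD 0.005) were exposed 24hr at 30C to compounds at several concentrations, then absorbance at 600 nm was recorded.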
# Active calls of the source: *; u = inconclusive; x = not tested or not shown; [ ] = dose if it differs, or a comment. Unless noted, the call rests on the fitted dose curve; in most records, active means well fitted curve in the direction sought with a large enough effect; inconclusive means small, poorly fitted or top-dose-only effect, or another doubt; inactive means no such curve, though single readings can be large; an effect the other way counts as inactive or inconclusive.
compound	PI5P4Ka inh	FUS yeast rescue	Abeta yeast res	aSyn rescue	PLK1 PBD inh	EPAC1 agonist	WRN helicase inh	EPAC1 antag	IL2 activator
Cc1ccc(-n2nnnc2SCc2nnc(-c3ccccc3Br)o2)c(C)c1	x	10%	10%	-4%	-3%	14%	-9%	-2%	-1.3
CCc1nc2ccc(C(=O)NCCC(C)C)cn2c1N(C)Cc1ccc(OC)cc1	-2	5%	-4%	1%	-2%	-4%	-11%	-10%	-0.8
CNC(=O)c1ccsc1NC(=O)c1ccc(S(=O)(=O)N2CCc3ccccc32)cc1	-15	29%	-1%	-12%	-6%	3%	-2%	10%	-2.8
Cc1nc(C(C)NC(=O)c2cc(COc3ccc(C)c(C)c3)on2)c(C)s1 (configuration not stated)	9	26%	x	2%	2%	7%	-2%	-18%	-0.6
O=C(Nc1ccc(Cl)cc1)c1sccc1-n1cccc1	25	14%	-2%	2%	-2%	1%	-8%	-13%	-0.9
Nc1c(C(=O)Nc2ccccc2)c2nc3ccccc3nc2n1CCCN1CCOCC1	68	u	-47%[inhibitor]	-39%[inhibitor]	9%	17%	-30%	-11%	-4.5
COc1cc(OC)cc(-n2nnnc2SCC(=O)Nc2nc3c(s2)CCCC3)c1	7	8%	26%	2%	-5%	2%	-7%	3%	0.6
CC(C)CNS(=O)(=O)c1ccc(CCC(=O)N2CCN(c3ccc(F)cc3)CC2)cc1	4	-17%	6%	3%	6%	-5%	-1%	-9%	-0.6
COc1ccc(COc2cc(-c3cccc(OC)c3)nc3ccc(NC(=O)c4cccnc4)cc23)cc1	-3	-4%	1%	1%	-3%	14%	-9%	-1%	-0.3
Cc1ccc(Nc2nnc(C)c3ccccc23)c(C)c1	-7	2%	7%	-1%	5%	13%	-24%	-16%	0.2
COc1ccc(C2C(C(=O)OCC3CCCO3)=C(C)NC3=C2C(=O)CC(c2ccco2)C3)cc1O (configuration not stated)	u	47%	25%	-2%	-11%	2%	-17%	-2%	-0.3
Nc1nonc1-n1nnc(C(=O)N/N=C/c2ccccc2)c1CSc1ccccc1	-1	-1%	-16%	-1%	4%	-8%	-4%	-3%	-0.2

# (continued)
compound	PI5P4Ka inh	FUS yeast rescue	Abeta yeast res	aSyn rescue	PLK1 PBD inh	EPAC1 agonist	WRN helicase inh	EPAC1 antag	IL2 activator
CCc1cc2c(=O)c(-c3cnn(-c4ccccc4)c3)c(C(F)(F)F)oc2c(CN(C)C)c1O	28	x	1%	2%	-4%	-8%	2%	-20%	1.1
CC1CN(S(=O)(=O)c2cccc(C(=O)N(C)C3CCCCC3)c2)CC(C)O1 (configuration not stated)	6	-4%	4%	2%	-3%	4%	-1%	-5%	-1.5
C=C(C)C1CC=C(C)/C(=N/NC(=O)c2ccc(NC(=O)c3cccc(C)c3)cc2)C1 (configuration not stated)	-3	x	0%	4%	3%	-9%	7%	-7%	-0.3
CC(=O)N1CCN=C1SCc1ccccc1	-1	-19%	1%	0%	-1%	-14%	0%	-20%	-0.1
COc1ccc(C2CC(c3ccc(Cl)cc3)=NN2c2ccc(S(N)(=O)=O)cc2)cc1 (configuration not stated)	0	33%	7%	u	-13%	0%	2%	-7%	-0.1
c1cncc(-c2nc(NCC3COc4ccccc4O3)c3ccccc3n2)c1 (configuration not stated)	1	11%	-69%[inhibitor]	0%	-17%	11%	-22%	u	-2.1
Cc1nc2c3cc(F)ccc3n(Cc3ccccc3)c2s1	2	5%	3%	-10%	-26%	12%	-8%	1%	1.4
CC(=NCc1ccc2c(c1)OCO2)C1=C(O)c2ccccc2C1=O	x	-18%	-4%	15%	-4%	-14%	2%	-2%	-1.6
COc1ccc(Cc2nn3c(-c4ccccc4OC)nnc3s2)cc1	0	28%	1%	-4%	u	-7%	6%	2%	-2.4
Cc1cc([N+](=O)[O-])ccc1NC(=O)COc1nsnc1N1CCOCC1	6	23%	25%	2%	-8%	3%	-8%	-15%	0.6
CC(C)C(=O)Nc1cccc(-c2cnc3ccccc3n2)c1	x	22%	6%	2%	-7%	0%	-3%	-7%	1.3
COC(=O)c1cc(NC(=O)c2cccnc2)ccc1N1CCOCC1	1	-1%	3%	1%	5%	0%	1%	-7%	1.5

# Continuation:
compound	PI5P4Ka inh	FUS yeast rescue	Abeta yeast res	aSyn rescue	PLK1 PBD inh	EPAC1 agonist	WRN helicase inh	EPAC1 antag	IL2 activator
Cc1cccc(OCCCC(=O)O)c1C	0	3%	6%	0%	-7%	7%	-7%	0%	-4.2
CCOc1ncccc1C(=O)NNC(=O)c1cccc(S(=O)(=O)N2CCOCC2)c1	1	-15%	-4%	-9%	-16%	-5%	0%	-9%	0.9
COc1ccc(OC)c(-c2csc(NC(=O)Cc3ccccc3F)n2)c1	8	29%	-25%	-5%	-4%	20%	8%	2%	1.1
CCCN(CC(=O)Nc1ccc(Cl)cc1Cl)C(=O)/C=C/c1cccc([N+](=O)[O-])c1	-5	5%	-16%	-10%	-7%	-3%	-8%	0%	-2.6
Cc1ccc(C(=O)C[n+]2ccc(-c3nnc4n3CCC4)cc2)cc1	-2	x	1%	-1%	-10%	12%	6%	-5%	0.2
COC(=O)c1ccc(N2CCOCC2)c(NC(=O)c2cccs2)c1	-2	x	-8%	0%	-10%	3%	-22%	-1%	-3.1
O=C(Cc1c(O)c2ccccc2[nH]c1=O)OC1CCCCC1	4	6%	5%	1%	-16%	4%	1%	-4%	-0.2
CC1CCCC(C)N1C(=O)CN1C(=O)C(C)(C)Oc2ccc(C(=O)NC3CCCC3)cc21 (configuration not stated)	x	25%	1%	7%	2%	2%	1%	5%	1.2
COc1ccc(/C=N/NC(=O)C(C)n2nnc3ccccc32)cc1OC (configuration not stated)	2	5%	6%	4%	u	0%	-4%	1%	-0.6
C/C(CC(=O)Nc1ccc(OCc2ccccc2)cc1)=N\NC(=O)C(=O)Nc1cccc(C)c1	8	x	28%	4%	-10%	-5%	-3%	-12%	-0.2
Cc1cc(C(=O)OCC(=O)Nc2ccccc2)c(C)o1	3	5%	0%	-2%	0%	-3%	-4%[57.1 µM]	-14%	-3.1
O=C(Cn1cnc2c(cnn2-c2ccc(F)cc2)c1=O)N1CCN(c2ccccc2)CC1	-1	x	-2%	-11%	-13%	-3%	6%	-1%	0.0

# New compounds follow.
compound	PI5P4Ka inh	FUS yeast rescue	Abeta yeast res	aSyn rescue	PLK1 PBD inh	EPAC1 agonist	WRN helicase inh	EPAC1 antag	IL2 activator
CCCC(=O)Nc1ccc(Cl)c(NC(=O)C(C)(C)C)c1	x	30%	-12%	-3%	-8%	3%	0%	-1%	0.6
COc1cc(-n2c(-c3ccccc3)n[nH]c2=S)c(OC)cc1Cl	-6	30%	-7%	-1%	-5%	5%	5%	-7%	0.7
OCCSc1nncn1/N=C/c1c[nH]c2ccccc12	0	4%	3%	-1%	-2%	12%	-3%	-11%	-0.9
Cc1ccc(-n2c(SCC(=O)OC(C)C)nnc2-c2ccccn2)cc1	x	34%	7%	5%	-5%	7%	-2%	1%	1.4
COc1ccc(CNC(=O)c2coc(=O)c3ccccc23)cc1	3	0%	4%	13%	0%	4%	-5%[57.1 µM]	-8%	-0.5
COc1cccc(C(c2c(C)[nH]n(-c3ccccc3)c2=O)c2c(C)[nH]n(-c3ccccc3)c2=O)c1OC	1	x	20%	2%	12µM*	7%	u	5%	-0.4
CCN(CC(=O)Nc1ccccc1OC)C(=O)c1cccc(-n2cccc2)c1	-1	x	-5%	-4%	-8%	11%	-24%	4%	-3.1
COC(=O)[C@@]1(Cc2ccc(OC)cc2)[C@H]2c3cc(C(=O)N4CCCC4)n(Cc4ccc(Cl)c(C(F)(F)F)c4)c3C[C@H]2CN1C(=O)c1ccccc1	5	u	-10%	4%	-2%	-9%	-8%	-15%	-0.6
CCOC(=O)N1CCC(N2CCN(S(=O)(=O)c3ccc(NC(C)=O)cc3)CC2)CC1	x	5%	6%	0%	1%	-1%	-15%	-3%	0.0
CCOC(=O)c1nn(-c2ccccc2F)c(-c2ccccc2)c1C(=O)c1ccccc1	-3	36%	18%	-10%	-7%	13%	-7%	-8%	0.6
S=C(NCc1ccco1)NCC1CCCO1 (configuration not stated)	2	-6%	13%	-1%	-12%	7%	-1%	2%	-2.3
COc1ccc(C2c3ccc(O)cc3Oc3ncn(CCCO)c(=N)c32)cc1OC (configuration not stated)	2	29%	-4%	-8%	-9%	0%	3%	9%	-0.4

# Additional results follow.
compound	PI5P4Ka inh	FUS yeast rescue	Abeta yeast res	aSyn rescue	PLK1 PBD inh	EPAC1 agonist	WRN helicase inh	EPAC1 antag	IL2 activator
Cn1ncc2c(O/N=C(\N)c3ccc(C(F)(F)F)cc3)ncnc21	-1	6%	-81%[inhibitor]	-75%[inhibitor]	-1%	-3%	-8%	-10%	-1.1
COc1cccc(NC(=O)c2sc3nc(N4CCOCC4)c4c(c3c2N)CCCC4)c1	-23	u	-13%	3%	u	3%	-13%	-14%	0.0
O=c1cc(O)n(-c2ccc(F)cc2)c(=S)[nH]1	-9	x	3%	-5%	-5%	13%	-15%	1%	-0.9
COc1ccc2[nH]c(=O)c(CN(CCc3ccccc3)C(C)=O)cc2c1	x	21%	1%	-2%	-1%	4%	-7%	-8%	-0.3
O=C(c1ccc(-n2c(SCc3cc(F)ccc3F)nc3ccccc3c2=O)cc1)N1CCOCC1	2	x	-17%	-5%	-14%	4%	10%	8%	-3.7
CC(C)Cc1nnc(NC(=O)CCC(=O)NC2CC2)s1	0	-8%	3%	3%	-3%	14%	-5%	-23%	-1.1
COc1ccc(NC(=O)CSc2nnc(-c3ccccc3F)n2C2CC2)cc1S(N)(=O)=O	-4	8%	1%	2%	-18%	1%	5%	7%	1.4
O=C(CN(Cc1ccc(Br)cc1)S(=O)(=O)c1ccccc1)NCC1CCCO1 (configuration not stated)	1	21%	27%	8%	-4%	1%	-8%	1%	-1.0
ONC(=Nc1ccccc1)c1ccc(Cl)cc1	2	12%	21%	8%	0%	3%	-3%	-2%	-1.9
